Compound activity (PubChem)
P. falciparum M17LAP = P. falciparum M17LAP inhibitors, primary screen, biochemical, fluorogenic H-Leu-NHMec substrate, 1536-well (AID 1619) | recombinant M17LAP, H-Leu-NHMec fluorogenic kinetic assay; higher % means a stronger effect | one-dose inhibition, % at 30 µM; IC50 in µM for titrated hits | hit rate 0.38% among 220,000;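 active means compound inhibiting the enzyme by more than half at any dose during confirmatory dose-response retesting; inconclusive means strong single-dose inhibitors picked by rank but not retested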;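 further: plate controls were full reaction with DMSO carrier for no effect and no enzyme background for full effect; strong numbers were not always called active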
M1AAP inhibition = malaria alanyl aminopeptidase activity blockers – biochemical, fluorogenic H-Leu-NHMec substrate, 1536-well (AID 1445). recombinant M1AAP, H-Leu-NHMec fluorogenic kinetic assay; higher % means a stronger effect. hit rate 0.42% among 220,000. one-dose inhibition, % at 30 µM; IC50 in µM for titrated hits;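 active means primary inhibition above the hit cutoff, then over 50% inhibition at one or more dose response concentrations, cut at about 23% in these data, passing the limit was not always enough; inconclusive means conflicting primary data, or primary hits not chosen for dose response; inactive means low primary inhibition, or under 50% at every dose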;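 further: plate controls were DMSO full reaction for no effect and no enzyme background for full effect; strong numbers were not always called active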
Lipid droplet = modulators of hepatic lipid droplet formation; AML12 mouse hepatocytes, oleate lipid droplets, BODIPY imaging; AID 1656; inhibition, % at 6.5 µM; hit rate 0.4% among 240,000;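 active means lipid droplet intensity inhibited by at least 50%, with more than 500 cells counted; inconclusive means wells with under 300 cells, treated as cytotoxic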
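Assay system: AML12 hepatocytes (mouse) / Also added: 100 µM oleic acid challenge / Times: overnight treatment with compound plus oleate / Detection: high-content imaging of BODIPY-stained droplets and DAPI nuclei / Evaluation: % inhibition of lipid droplet signal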
human PMI inhibition = inhibitors of human PMI, primary screen, biochemical, fluorescence intensity, coupled assay (AID 1209). inhibition, % at 20 µM, or IC50 in µM where a hit was titrated. purified PMI enzyme, coupled fluorescence intensity; higher % means a stronger effect. hit rate 0.42% among 190,000;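 further: plate controls were DMSO vehicle for no effect and wells lacking substrate for full effect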
PMI inhibition = human PMI inhibitors, high substrate, primary screen, biochemical, fluorescence intensity, high mannose 6-phosphate (AID 1220). recombinant PMI enzyme, coupled fluorescence intensity; higher % means a stronger effect. inhibition, % at 20 µM, or IC50 in µM where a hit was titrated. hit rate 0.66% among 190,000
TNAP activators = human TNAP enzyme activators, primary screen, biochemical, luminescent, no phosphate acceptor, uHTS (AID 1001); purified TNAP, luminescent activation assay, no phosphate acceptor; higher activation fold means a stronger effect; activation fold at 20 µM, or EC50 in µM where a hit was titrated; hit rate 0.03% among 200,000; in the data active means activation fold from about 3, or a potency from the dose series; inactive means the rest, 99 in 100 with activation fold below about 1.6; further: many of its hits are not listed in these tables
K1F lysis inhibition = protection from phage-mediated lysis, alamar blue read-out – E. coli UTI89, K1F phage, bacterial capsule biogenesis inhibitors (AID 488966). E. coli UTI89 K1F phage lysis, alamar blue, 2 h; higher % means a stronger effect. inhibition, % at 100 µM; hits with a dose series show IC50 in µM. hit rate 0.02% among 340,000;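 active means phage lysis inhibition, versus mean bacterial control, above a set limit; inconclusive means no clear call, values can overlap the other calls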;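 further: capsule biogenesis inhibitors block K1F phage lysis so surviving cells raise fluorescence; higher fluorescence means more inhibition of phage lysis; actives were called in the ten point dose series up to 300 µM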
XIAP displacement = XIAP antagonists, biochemical, IAP family, fluorescence polarization (AID 1018); XIAP BIR domain, fluorescence polarization peptide displacement; higher % means a stronger effect; one-dose displacement, % at 20 µM; IC50 in µM for titrated hits; hit rate 0.007% among 200,000; in the data active means displacement above about 50%; further: a part of the inactive calls stands beside numbers as strong as those of hits
SIAH1 antagonists = Siah-1 peptide-binding antagonists, primary screen, biochemical, fluorescence polarization, rhodamine-plectin, uHTS (AID 1817); Siah-1 / rhodamine-plectin peptide fluorescence polarization; higher % means a stronger effect; displacement, % at 20 µM; hits with a dose series show IC50 in µM; hit rate 0.02% among 290,000;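 active means displacement of at least 50% at 20 µM, with a fluorescence ratio check between 0.3 and a set limit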;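 further: plate controls were Siah plus tracer with DMSO for no effect and tracer alone without Siah for full effect; strong numbers were not always called active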
Lipid droplet cells 6.5 µM = recorded beside Lipid droplet, whose call it bears; cell count; measured here: cell count, cytotoxicity flag;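 cells counted across two imaged fields per well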
Active calls of the source: *; u = inconclusive; x = not tested or not shown; [ ] = remark or other dose. Unless noted, no stated cut-off is given here; in the data, active means inhibition above about 50%; inactive means the rest.

1. CN(Cc1cn[nH]c1-c1cc2ccccc2o1)CC1CCOCC1
2. Cc1ccc(S(=O)(=O)N2CCN(Cc3ccccn3)CC2)cc1
3. COc1ccc(C(=O)N2CCOC23CCN(c2ncccn2)CC3)cc1
4. COC(=O)c1sccc1NC(=O)c1sccc1C
5. CCN(CC)S(=O)(=O)c1cc(NC(=O)c2cc(-c3ccccn3)nc3ccccc23)ccc1C
6. CCN1CCN(S(=O)(=O)c2ccc(Oc3ccccc3OC)cc2)CC1
7. CCNS(=O)(=O)c1ccc(NC(=O)Nc2cccc(OC)c2)cc1
8. Cc1ccc(C(=O)Nc2sc3c(c2C#N)CCCCC3)cc1C
entry no.	1	2	3	4	5	6	7	8
P. falciparum M17LAP	0%	12%	1%	-1%	-5%	-7%	19%	25%
M1AAP inhibition	2%	-1%	-1%	3%	2%	1%	5%	1%
Lipid droplet	13	-9	1	-1	-8	27	14	-20
Lipid droplet cells 6.5 µM	675	727	601	746	707	698	706	706
human PMI inhibition	6%	4%	-5%	3%	-8%	-8%	14%	-4%
PMI inhibition	-1%	1%	-8%	4%	-4%	-9%	9%	2%
TNAP activators	1.1	1.1	1	1	1	1.1	1	1.1
K1F lysis inhibition	0.2%	-0.7%	-0.2%	1.0%	-0.3%	-0.2%	0.1%	0.0%
XIAP displacement	-4.8%	0.4%	-4.9%	2.8%	-8.3%	-6.3%	-11%	-0.3%
SIAH1 antagonists	-3%	5%	0%	0%	-1%	3%	-3%	0%

Whole records from above. Order of values: P. falciparum M17LAP	M1AAP inhibition	Lipid droplet	Lipid droplet cells 6.5 µM	human PMI inhibition	PMI inhibition	TNAP activators	K1F lysis inhibition	XIAP displacement	SIAH1 antagonists
Shown for CCNS(=O)(=O)c1ccc(NC(=O)Nc2cccc(OC)c2)cc1 → 19%	5%	14	706	14%	9%	1	0.1%	-11%	-3%
Shown for CN(Cc1cn[nH]c1-c1cc2ccccc2o1)CC1CCOCC1 → 0%	2%	13	675	6%	-1%	1.1	0.2%	-4.8%	-3%
Shown for COc1ccc(C(=O)N2CCOC23CCN(c2ncccn2)CC3)cc1 → 1%	-1%	1	601	-5%	-8%	1	-0.2%	-4.9%	0%

(next part)
9. O=C(NC(=S)N1CCCCC1)c1csc([N+](=O)[O-])c1
10. Cc1ccc2nc(C(Cl)(Cl)Cl)nc(N/N=C/c3ccncc3)c2c1
11. Cc1cc(C)nc(N2CCCC(C(=O)NC3CCCC3)C2)n1 (stereo not given)
12. c1ccc(SCc2nc3ccccc3[nH]2)nc1
13. COC(=O)CNC(=O)C1Cc2ccccc2CN1S(=O)(=O)c1cccs1 (stereo not given)
14. COc1cccc(CNC(=O)CCCNS(=O)(=O)c2cccs2)c1
15. NS(=O)(=O)c1ccc(CCNC(=O)CCCn2c(SCC(=O)N3CCCC3)nc3ccsc3c2=O)cc1
16. O=C(Nc1ccccc1)C1=C[C@H](C2CCCCC2)C[C@H](OCc2ccc(CO)cc2)O1
entry no.	9	10	11	12	13	14	15	16
P. falciparum M17LAP	4%	-4%	4%	-15%	-10%	-32%	29%	2%
M1AAP inhibition	6%	6%	6%	8%	-4%	-5%	98µM*	1%
Lipid droplet	1	16	x	-5	-18	x	5	-32
Lipid droplet cells 6.5 µM	729	735	x	765	743	x	708	710
human PMI inhibition	x	-26%	-6%	-1%	x	4%	-21%	24%
PMI inhibition	x	-2%	-1%	-7%	x	6%	-28%	23%
TNAP activators	x	1	1.2	1.1	x	1.1	1	1.1
K1F lysis inhibition	x	-1.8%	-0.4%	1.4%[50 µM]	0.0%	1.4%	-0.1%	0.4%
XIAP displacement	x	-7.2%	-1.1%	-0.2%	x	-2.6%	0.3%	-0.2%
SIAH1 antagonists	3%	1%	4%	-1%	10%	6%	6%	18%

17. Cc1ccccc1NC(=O)c1c(Cl)nc(C)c(Cl)c1C
18. CCOc1cc(CNc2nn[nH]n2)ccc1OCC(=O)NC(C)(C)C
19. CCOc1ccc(-c2c(=O)n(OCc3ccccc3Br)c3ccccc3[n+]2[O-])c(OCC)c1
20. COC(=O)c1nn(-c2ccccc2)c(=O)cc1Oc1ccccc1
21. COc1ccccc1NC(=O)CC1S/C(=N/N=C2\CCCc3ccccc32)NC1=O (stereo not given)
22. CC(=O)OCC1(C)CN(c2ccccc2)N(C(=O)c2ccc(F)cc2)C1=O (stereo not given)
23. Cc1ccc(/C=C/C(=O)O)cc1S(=O)(=O)Nc1ccc(C(=O)O)cc1
24. Cc1cc(C)c(S(=O)(=O)/N=C2\C=CC(=O)C(Cl)=C2)c(C)c1
entry no.	17	18	19	20	21	22	23	24
P. falciparum M17LAP	3%	-4%	-7%	-12%	0%	5%	1%	-8%
M1AAP inhibition	5%	-2%	1%	15%	2%	7%	2%	14%
Lipid droplet	-32	23	5	x	44	-4	20	-1
Lipid droplet cells 6.5 µM	578	778	724	x	695	675	841	854
human PMI inhibition	6%	-9%	9%	-4%	5%	-8%	x	0%
PMI inhibition	-7%	0%	25%	0%	7%	4%	x	-6%
TNAP activators	1.1	1.1	1.1	1.1	1.1	0.9	x	1
K1F lysis inhibition	2.5%[50 µM]	0.6%	-0.1%	0.6%	-2.3%	-0.3%	0.6%[50 µM]	12%
XIAP displacement	-2.1%	0.2%	-2.5%	-3.9%	-5.9%	-7.8%	x	-4.5%
SIAH1 antagonists	5%	1%	8%	3%	-5%	2%	3%	-2%

25. O=C(CNC(=O)c1ccco1)N/N=C/c1c[nH]c2ccccc12
26. COc1ccc(-c2[nH]n(-c3ccc([N+](=O)[O-])cc3)c(=O)c2C=NCc2ccncc2)cc1
27. O=C(CN(Cc1ccco1)C(=O)CNS(=O)(=O)c1ccc(Cl)cc1)NCC1CCCO1 (stereo not given)
28. COc1ccc(N(CC(=O)N/N=C/c2ccc3c(c2)OCO3)S(=O)(=O)c2ccccc2)cc1
29. CNC(=O)C1CC(=O)N(CCc2ccccc2)C(=Nc2ccc(OC)cc2)S1 (stereo not given)
30. COC(=O)c1cc(CN2CCN(c3ccccc3C)CC2)ccc1O
31. CC(=O)Nc1nc(C)nc(-c2ccccc2)c1C(C)=O
32. COc1ccc(C)cc1S(=O)(=O)N(C)CC(N)=O
entry no.	25	26	27	28	29	30	31	32
P. falciparum M17LAP	2%	-9%	3%	15%	4%	10%	7%	-4%
M1AAP inhibition	1%	2%	-2%	5%	-3%	1%	8%	9%
Lipid droplet	-8	-5	45	-14	-4	0	6	5
Lipid droplet cells 6.5 µM	632	636	746	690	711	777	821	741
human PMI inhibition	-8%	5%	x	-4%	-10%	11%	4%	14%
PMI inhibition	-7%	-9%	x	8%	-11%	9%	-4%	12%
TNAP activators	1.1	0.8	x	1.1	1.1	1	1.1	1.1
K1F lysis inhibition	0.2%	0.1%	0.1%	x	-0.6%	9.4%	6.3%	0.4%
XIAP displacement	-2.1%	-8.1%	x	-7.8%	1.7%	-3.6%	-36%	-10%
SIAH1 antagonists	2%	0%	4%	-1%	-4%	8%	4%	3%

33. Cc1cc(NC(=O)Cc2cccs2)nn1CC(=O)NCc1ccco1
34. O=C1CCCN1CCC1CCN(C(=S)Nc2ccc(F)cc2)CC1
35. CC1CCN(c2ccccc2NC(=O)c2ccc(C#N)cc2F)CC1
36. CCn1c(SCC(=O)c2ccccc2)nc2c(c1=O)SC(C)C2 (stereo not given)
37. CCOC(=O)c1cn(-c2nc(-c3ccc(Cl)c(Cl)c3)cs2)c2c(F)c(N3CCOCC3)c(F)cc2c1=O
38. O=C(Nc1ccc(S(=O)(=O)Nc2ncccn2)cc1)c1ccccc1NS(=O)(=O)c1ccc(Cl)cc1
39. Fc1ccc(N2CCN(Cc3cnc(N4CCOCC4)s3)CC2)cc1
40. Cc1c(C#N)c(NC(=O)c2ccccc2)n(Cc2ccccc2)c1C
entry no.	33	34	35	36	37	38	39	40
P. falciparum M17LAP	10%	3%	5%	3%	-1%	32%	-5%	-3%
M1AAP inhibition	1%	-5%	-5%	7%	13%	u	-3%	11%
Lipid droplet	6	18	-26	-3	x	-1	5	-1
Lipid droplet cells 6.5 µM	766	774	709	596	x	684	663	666
human PMI inhibition	6%	7%	3%	4%	-3%	x	-5%	12%
PMI inhibition	-2%	6%	2%	1%	0%	x	-5%	15%
TNAP activators	1.1	1.1	1.1	1.1	1	x	0.9	1
K1F lysis inhibition	0.2%	1.8%	x	3.7%	0.0%	1.2%	0.5%	-0.1%
XIAP displacement	-0.4%	-16%	-3.1%	-2.9%	-4.2%	x	-5.5%	-1.1%
SIAH1 antagonists	-2%	-2%	-1%	0%	3%	-1%	2%	-1%

41. O=[n+]1cc(-c2ccc(Cl)cc2)n([O-])c2c1CCCCC2
42. CCOC(=O)C1(Cc2cccc(F)c2)CCN(C(=O)Cn2cnnn2)CC1
43. C/C(=N\NC(=O)CSc1nc2ccccc2o1)c1ccc(O)cc1
44. COc1ccc(N2CCN(S(=O)(=O)c3ccc(C(=O)NC4CCCC4)cc3)CC2)cc1
45. COc1cccc(N2CCN(c3ncnc4c3cnn4-c3ccc(C)cc3C)CC2)c1
46. COCCn1c(C)cc(C(=O)CN2C(=O)NC3(CCCCCCC3)C2=O)c1C
47. CCOC(=O)c1sc2c(c1C)C(c1cccs1)C1=C(CCCC1=O)N2 (stereo not given)
entry no.	41	42	43	44	45	46	47
P. falciparum M17LAP	-3%	0%	29%	5%	-9%	11%	-9%
M1AAP inhibition	1%	-5%	4%	-2%	17%	2%	7%
Lipid droplet	-10	-2	12	-9	x	x	x
Lipid droplet cells 6.5 µM	650	758	692	750	x	x	x
human PMI inhibition	2%	x	10%	-8%	15%	8%	11%
PMI inhibition	2%	x	12%	-5%	27%	4%	23%
TNAP activators	1.1	x	1.4	1.1	1.1	1	1.2
K1F lysis inhibition	0.9%	0.4%	-0.1%	0.3%	0.3%	0.2%	-0.3%
XIAP displacement	-8.1%	x	-6.4%	-3.2%	-3.6%	-5.2%	2.1%
SIAH1 antagonists	-2%	-5%	2%	4%	3%	2%	2%
